High-throughput results deposited in PubChem by The Scripps Research Institute Molecular Screening Center.
MITF primary: inhibitors of human MITF. AlphaScreen MITF homodimerization, bead proximity signal. inhibition, % at 2.6 µM. hit rate 0.91% among 650,000. AID 1259374; in the data active = inhibition above about 50%;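 also: 0% = vehicle wells with protein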
FBW7 act: human FBW7 E3 ligase activation, primary screen; Q969H0; AlphaScreen FBW7–phospho-cyclin E peptide binding, activator screen; normalized activity (activation), % at 26.1 µM; hit rate 0.13% among 650,000; AID 1259310; in the data active = normalized activity above about 1.9%;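 also: purified mutant Fbw7 with reduced substrate affinity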
Target sequence (Q969H0 whole entry, looked up): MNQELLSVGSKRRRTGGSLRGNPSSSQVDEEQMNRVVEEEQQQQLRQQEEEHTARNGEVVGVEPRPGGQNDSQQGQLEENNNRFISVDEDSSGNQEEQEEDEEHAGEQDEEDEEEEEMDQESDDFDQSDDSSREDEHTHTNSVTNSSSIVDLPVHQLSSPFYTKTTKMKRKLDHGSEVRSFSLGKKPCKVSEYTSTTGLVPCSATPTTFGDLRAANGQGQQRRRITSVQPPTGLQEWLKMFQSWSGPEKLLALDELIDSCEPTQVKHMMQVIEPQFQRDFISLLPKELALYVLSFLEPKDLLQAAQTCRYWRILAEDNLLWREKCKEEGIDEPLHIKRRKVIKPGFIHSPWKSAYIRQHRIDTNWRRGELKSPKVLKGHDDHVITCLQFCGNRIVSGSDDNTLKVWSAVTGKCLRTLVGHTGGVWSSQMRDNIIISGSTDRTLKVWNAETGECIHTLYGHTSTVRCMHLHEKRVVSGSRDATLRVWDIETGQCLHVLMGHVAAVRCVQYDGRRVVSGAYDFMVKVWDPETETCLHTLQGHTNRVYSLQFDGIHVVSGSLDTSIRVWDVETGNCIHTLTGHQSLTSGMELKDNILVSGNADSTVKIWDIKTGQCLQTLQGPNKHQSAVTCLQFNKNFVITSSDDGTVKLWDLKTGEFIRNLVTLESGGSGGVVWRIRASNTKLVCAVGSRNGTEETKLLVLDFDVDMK
GPR151 ag: human GPR151 activation; PathHunter beta-arrestin GPR151 cells, luminescence; AID 1508602; activation, % at 11.2 µM; hit rate 1% among 650,000; Q8TDV0; in the data active = activation above about 4.9%;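 also: 0% = median of compound wells and 100% = cells with positive control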
Target sequence (Q8TDV0 whole entry, looked up): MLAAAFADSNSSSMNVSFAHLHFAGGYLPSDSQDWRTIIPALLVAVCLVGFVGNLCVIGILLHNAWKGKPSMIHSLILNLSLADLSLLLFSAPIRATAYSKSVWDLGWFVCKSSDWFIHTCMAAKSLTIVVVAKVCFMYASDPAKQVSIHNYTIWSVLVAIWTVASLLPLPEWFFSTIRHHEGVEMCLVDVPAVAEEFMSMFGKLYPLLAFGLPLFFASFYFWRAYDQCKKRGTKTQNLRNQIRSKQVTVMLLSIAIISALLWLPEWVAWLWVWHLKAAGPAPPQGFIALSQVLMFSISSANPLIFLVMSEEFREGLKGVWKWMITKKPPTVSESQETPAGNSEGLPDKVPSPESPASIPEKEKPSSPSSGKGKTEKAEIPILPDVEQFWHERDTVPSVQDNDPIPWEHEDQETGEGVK
TEAD-YAP block: TEAD-YAP interaction inhibition. HEK-TIYL cells, TEAD-Gal4/YAP UAS-luciferase luminescence. inhibition, % at 9.12 µM. hit rate 1.4% among 640,000; in the data active = inhibition above about 32%;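 also: 0% = median of test compound wells and 100% = reference inhibitor wells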
Numbers without * were called inactive.

SMILES	MITF primary	FBW7 act	GPR151 ag	TEAD-YAP block
CC(OCC(O)CNCC1COc2ccccc2O1)c1ccc(Cl)cc1 (configuration not stated)	46.3	0.1	-0.1	3.1
Cc1ccc(NC(=O)c2ccccc2NC(=O)c2cc3ccccc3oc2=O)c(C(=O)c2ccccc2)c1	-0.7	-0.3	2.2	5.1
COCC(C)n1c(C)cc(C(=O)COC(=O)c2cnc(Cl)c(Cl)c2)c1C (configuration not stated)	5.7	-0.2	-0.4	1.6
CN1CCN(C(=O)c2ccc(Cl)cc2)CC1	4.1	0.1	1.0	5.6
CCCCNC(=O)CSc1nc2sc(C(=O)OCC)c(C)c2c(=O)n1CCc1ccc(Cl)cc1	2.0	-0.1	-1.6	-7.1
Cc1cccc(OCCCC(=O)Nc2ccc3c(c2)OCCO3)c1	5.8	-0.3	-2.0	-53.5
O=C(COC(=O)C(Cc1c[nH]c2ccccc12)NC(=O)c1ccco1)c1ccc(Br)cc1 (configuration not stated)	-56.9	0.2	0.1	-3.7
Cc1scnc1C12CC3CC(CC(C3)C1)C2	-4.8	-0.3	-0.8	-5.2
COc1cc(OC)cc(C(=O)Nc2ccc(NC(=O)c3ccco3)c(Cl)c2)c1	5.2	1.3	-4.4	-0.8
COc1nc(-c2ccccc2)c2cc(Cl)ccc2n1	-12.5	-0.1	0.1	-14.4
COc1ccc(C2C3=C(CC(C)(C)CC3=O)Nc3[nH]c(=O)[nH]c(=O)c32)cc1 (configuration not stated)	-5.2	0.0	1.5	-7.5
COc1ccc(-c2noc(COc3ccc(Br)cc3)n2)cc1	13.1	0.3	0.3	6.4
CCc1ccc(-c2cn3c4ccccc4nc3n2CCO)cc1	4.0	0.4	-0.2	-41.2
CCCCS(=O)(=O)Cc1nc2ccccc2o1	-5.5	0.2	2.2	-20.2
COc1ccc(-n2nc(C(=O)N3CCN(c4ccc(F)cc4)CC3)c3ccccc3c2=O)cc1	4.1	-0.1	-0.3	3.6
O=C(COc1ccc(Cl)cc1)Nc1ccc(S(=O)(=O)Nc2nccs2)cc1	13.7	0.8	-0.9	5.7
COc1cccc(C(=O)CC(=O)C(=O)Nc2ccccc2I)c1	10.4	0.7	-1.1	14.6
Clc1cccc(N2CCN(Cc3nnnn3C3CCCCC3)CC2)c1	-1.1	0.1	-0.9	5.6
COc1cc(C(C)=O)ccc1OCCCCN1CCN(Cc2ccccc2)CC1	48.0	0.0	1.8	7.2
COc1ccc2c(Cl)c(C(=O)NCCN(C)C)sc2c1Cl	0.2	0.2	0.2	0.0
Cc1c(NC(=O)Cc2ccc(F)cc2)c(=O)n(-c2ccccc2)n1C	-0.3	0.1	-0.8	6.7
CC1CCCC(C)N1CCCNC(=O)c1ccc2c(c1)NC(=O)C1CCCN21 (configuration not stated)	9.4	0.1	2.8	-1.6
Cc1ccc(N=Cc2cc(Cl)cc([N+](=O)[O-])c2O)c(O)c1	12.5	0.1	-0.6	-2.2
C=C1c2cc(OC)ccc2NC(=O)N1c1ccc(Cl)cc1	18.1	1.2	1.3	-10.6

Pulled by structure from above, 2 records:
SMILES	MITF primary	FBW7 act	GPR151 ag	TEAD-YAP block
C=C1c2cc(OC)ccc2NC(=O)N1c1ccc(Cl)cc1	18.1	1.2	1.3	-10.6
COc1cc(C(C)=O)ccc1OCCCCN1CCN(Cc2ccccc2)CC1	48.0	0.0	1.8	7.2

Next part
SMILES	MITF primary	FBW7 act	GPR151 ag	TEAD-YAP block
CCN1C(=O)C2C(c3ccccc3F)NC(CO)(C(=O)OC)C2C1=O (configuration not stated)	10.2	0.2	-1.6	-3.0
Cc1ccc2nc(-c3ccc(N4C(=O)CC(N5CC(C)CC(C)C5)C4=O)cc3)sc2c1 (configuration not stated)	-2.9	0.0	0.1	-16.6
CC(C)=CC(=O)Nc1nc(-c2cccc([N+](=O)[O-])c2)cs1	17.0	0.0	0.1	2.0
C=CCOc1ccc(/C(O)=C2/C(=O)C(=O)N(CCN(CC)CC)C2c2cccc(Oc3ccccc3)c2)c(C)c1 (configuration not stated)	-2.6	-0.1	0.8	-2.0
COc1ccc(/C=C2\CN(C)C/C(=C\c3ccc(OC)cc3OC)C2=O)c(OC)c1	5.0	-0.2	-1.0	7.4
CC[C@H](Cn1nc(-c2cccs2)ccc1=O)NC(=O)Cc1n[nH]c(=O)c2ccccc12	7.4	0.0	1.4	7.0
O=C1Nc2ccc(S(=O)(=O)NCc3ccco3)c3cccc1c23	11.9	-0.2	0.6	-6.3
COc1ccc(CCNC(=O)CCc2nnc(-c3ccccc3)o2)c(OC)c1	0.5	0.0	1.1	-41.5
Cc1ccc(OC(=O)c2ccc(Cl)cc2Cl)c(-n2nc3ccccc3n2)c1	-10.9	-0.1	0.0	-10.5
Cc1[nH]c2ccccc2c1C(Nc1ccccn1)c1ccc2c(c1)OCO2 (configuration not stated)	-10.1	0.0	0.2	-28.3
NC(=O)c1ccnc(Nc2ccc(N3CCOCC3)cc2)c1	-4.2	0.1	-2.4	-2.6
N#CC12C(N)=NC3(OCCO3)C1(C#N)C2c1cccc(F)c1 (configuration not stated)	-0.9	-0.2	1.4	-9.3
O=C(N1CCOCC1)C12CC3CC(C1)CC(c1ccccc1)(C3)C2	2.1	0.1	0.0	13.4
O=C(NCc1ccccc1Cl)c1ccc([N+](=O)[O-])cc1Cl	3.6	0.1	-1.1	13.8
COC(=O)c1ccc(C(=O)Nc2nc3cc([N+](=O)[O-])c(C)cc3s2)cc1	14.1	0.5	-0.2	-5.8
CCOC(=O)c1sc(N)c(C#N)c1COC(=O)C1CC(=O)N(c2ccccc2OC)C1 (configuration not stated)	18.9	0.8	0.8	-1.2
Cc1n[nH]c(=S)n(/N=C/c2ccc(Cl)cc2Cl)c1=O	14.0	-0.1	0.3	9.9
COc1ccc(-n2nc(C(=O)Nc3cc(Cl)ccc3OC)c3ccccc3c2=O)c(OC)c1	-1.9	-0.1	-1.7	-6.2
Cn1cc(Br)c(C(=O)Nc2sc3c(c2C#N)CCC3)n1	-4.5	-0.3	1.2	-5.1
CCN1CCN(C/C=C/c2ccccc2OC)CC1	51.1*	-0.1	-0.2	0.9
Cc1nnc(SCC(=O)N2CC(=O)Nc3ccccc32)s1	13.6	0.7	-1.9	-9.4
CC(=O)c1cccc(NC(=O)N2CCN(c3ccccn3)CC2)c1	-8.1	-0.1	3.8	9.4
Cc1c2c(c(C)n1C)C(C(=O)NC1CCCCC1)N(Cc1ccccc1)C2=O (configuration not stated)	11.3	0.1	-0.8	5.0
CCCN(CCC)S(=O)(=O)c1ccc(C(=O)N=c2sc3cccc(OC)c3n2C)cc1	7.4	-0.1	-0.1	-3.6
COc1ccccc1Nc1nc(C)c([N+](=O)[O-])c(Nc2ccccc2OC)n1	-4.3	-0.2	-0.6	8.6
CNC(=O)c1ccccc1Nc1cc(Nc2ccc(-c3cncnc3)cc2)ncc1C(F)(F)F	8.5	0.0	0.9	32.3*
COc1ccc(OCC(=O)Nc2cccc(F)c2)cc1	-2.1	-0.2	-0.5	-67.8
CC(C)(C)NC(=O)NC(=O)COC(=O)c1ccc(C(F)(F)F)cc1	8.3	0.1	1.3	14.3
CCOC(=O)c1sc(NC(=O)CSc2nnc(CNC(=O)c3cccs3)n2-c2ccc(OCC)cc2)c(C(=O)OCC)c1C	2.1	0.0	1.6	-10.7
Cc1cccc(N2CCN(C(=O)c3ccc4c(c3)C(=O)N(c3ccccn3)C4=O)CC2)c1C	5.0	-0.1	-0.8	-4.1
COc1ccc(C(=O)/C=C\Nc2ccc(C(=O)O)cc2)cc1	2.1	0.7	2.0	-22.2
COc1ccc(CC(=O)Nc2ccc(C3(C#N)CCCC3)cc2)cc1	-2.0	-0.1	0.1	1.4
O=C(CCc1ccccc1)Nc1ccc(N2CCC(NCc3ccco3)CC2)cc1	4.8	0.2	-0.1	-11.0
COc1ccc2c(CN3CCOCC3)cc(=O)oc2c1	7.2	0.3	-1.4	-2.6
COc1ccc(N(CC(=O)N=Nc2c(O)[nH]c3ccccc23)S(C)(=O)=O)c(OC)c1	-20.3	-0.1	1.6	-14.2
COc1ccc(C(=O)C2CCN(C(=S)NCC(C)C)CC2)cc1	-4.7	0.1	-0.5	2.2
CCc1ccc(NC(=O)NCc2noc3ccc(C)cc23)cc1	11.1	0.1	3.2	4.9
COC(=O)c1cccc(-n2c(C)cc(/C=C3\NC(=O)NC3=O)c2C)c1C	8.3	0.2	-0.1	2.7
CN(C)c1ccc(NC(=O)CC(C(=O)O)N2CCNCC2)cc1 (configuration not stated)	-0.1	0.1	0.6	-7.6
COC(=O)[C@@H]1C[C@H](NC(=O)c2ccccc2OC)CN1C1CCCCCCC1	9.5	0.1	-0.3	2.6
CC1(C)CC(=O)C2=C(C1)N=C1c3ccccc3C(=O)C1C2c1ccc(OC(=O)c2ccc(Br)cc2)cc1 (configuration not stated)	5.7	-0.3	2.9	-4.7
COc1ccc2ccccc2c1-c1cc(C(=O)N/N=C/c2ccccc2OCC(=O)O)[nH]n1	9.4	0.1	-0.3	-8.1
CC(=O)Nc1ccc(N2C(=O)CC(NC3CCCCCC3)C2=O)cc1 (configuration not stated)	6.5	-0.1	0.0	-0.4
O=C(N/N=C/c1ccco1)c1cc(-c2ccc(Br)s2)[nH]n1	-11.2	-0.2	-1.4	-2.8
COc1ccc(Cl)cc1C(=O)NNC(=O)c1ccc(=O)[nH]c1	7.2	-0.1	0.6	-6.7
N#C/C(=C\c1ccc2c(c1)OCO2)C(=O)OCC(=O)Nc1ccc(N2CCOCC2)cc1	-6.2	0.0	-1.2	23.4
COc1ccccc1NC(=O)CC1(CC(=O)O)CCCC1	13.7	0.0	0.2	2.9
Cc1c(Cl)ccc(S(=O)(=O)N2CCCC(C)C2)c1Cl (configuration not stated)	-2.0	0.0	-0.3	9.7

A different layout for part of the listing above.
Molecule,MITF primary,FBW7 act,GPR151 ag,TEAD-YAP block
O=C(N/N=C/c1ccco1)c1cc(-c2ccc(Br)s2)[nH]n1,-11.2,-0.2,-1.4,-2.8
COc1ccc(Cl)cc1C(=O)NNC(=O)c1ccc(=O)[nH]c1,7.2,-0.1,0.6,-6.7
N#C/C(=C\c1ccc2c(c1)OCO2)C(=O)OCC(=O)Nc1ccc(N2CCOCC2)cc1,-6.2,0.0,-1.2,23.4
COc1ccccc1NC(=O)CC1(CC(=O)O)CCCC1,13.7,0.0,0.2,2.9
Cc1c(Cl)ccc(S(=O)(=O)N2CCCC(C)C2)c1Cl (configuration not stated),-2.0,0.0,-0.3,9.7

Next part
SMILES	MITF primary	FBW7 act	GPR151 ag	TEAD-YAP block
Cc1[nH]nc(Nc2ccc(Br)cc2)c1[N+](=O)[O-]	14.5	0.0	-1.2	-60.7
Cc1ccc(NC(=O)/C(=C\c2ccc([N+](=O)[O-])cc2)NC(=O)c2ccccc2Br)c(C)c1	3.8	-0.1	0.1	-4.7
O=C(COC(=O)c1ccc([N+](=O)[O-])cc1[N+](=O)[O-])c1ccc(Cl)cc1	9.7	0.0	0.9	14.3
CCOc1ccc(C(=O)Nc2nc3ccc(OC)cc3s2)cc1[N+](=O)[O-]	7.4	-0.2	-1.4	-3.0
CCOCCCNC(=O)Nc1ccc(Cl)cc1	8.1	0.3	-1.2	-8.1
O=C(NCC1CCCO1)C1c2ccccc2C(=O)N1C1CCCCCCC1 (configuration not stated)	-3.6	-0.1	-0.5	7.9
O=C(Nc1nc(-c2cccc3ccccc23)cs1)c1ccc(F)cc1	11.7	0.4	-0.4	10.7
Cc1ccc(S(=O)(=O)C(F)(F)F)cc1NC(=O)c1cccnc1	-6.4	0.8	0.5	-9.1
Cn1c(C(=O)N2CCC(C(=O)N3CCN(c4ccccn4)CC3)CC2)cc2sccc21	2.1	0.6	4.1	2.5
Cc1cccc(/C(N)=N/OC(=O)CSc2ccccc2)c1	-4.1	0.5	-0.1	-47.9
CSc1ccc(NC(=O)C2CC23CCN(C(=O)C2=CC(=O)CC(C)(C)O2)CC3)cc1 (configuration not stated)	3.0	-0.1	-0.9	1.1
COc1ccc(NC(=S)N(CCCOC(C)C)C2CCN(C(C)=O)CC2)cc1Cl	-0.6	0.0	0.1	1.1

Taken from above.
Value for Cc1ccc(S(=O)(=O)C(F)(F)F)cc1NC(=O)c1cccnc1 in GPR151 ag: 0.5
Value for O=C(Nc1nc(-c2cccc3ccccc23)cs1)c1ccc(F)cc1 in TEAD-YAP block: 10.7
Value for CCOCCCNC(=O)Nc1ccc(Cl)cc1 in GPR151 ag: -1.2
Value for Cn1c(C(=O)N2CCC(C(=O)N3CCN(c4ccccn4)CC3)CC2)cc2sccc21 in GPR151 ag: 4.1

More compounds follow.
SMILES	MITF primary	FBW7 act	GPR151 ag	TEAD-YAP block
CCC(C)OC(=O)C1=C(C)NC(=O)NC1c1ccc(OC)cc1 (configuration not stated)	-5.7	-0.1	0.9	-2.6
CCOc1cc(S(=O)(=O)N2CCCCC2)ccc1Cl	-2.0	0.0	-0.1	6.1
C=CCn1c(SCC(=O)Nc2ccc(Cl)cc2)nnc1-c1cccs1	25.2	0.4	0.8	0.1
CCn1c(N2CCN(CC(=O)NCc3ccc(F)cc3)CC2)nc2ccccc21	10.1	-0.1	0.0	-10.4
O=C(COc1ccc([N+](=O)[O-])cc1)NCCCN1CCOCC1	1.3	-0.1	0.2	-4.8
CCC(=O)Oc1ccccc1/C=C1\N=C2CCCCCN2C1=O	5.3	0.0	0.7	-32.8
COc1ccc(S(=O)(=O)NC(C(=O)O)C(C)O)cc1 (configuration not stated)	7.0	0.1	0.1	1.0
O=C(c1ccccc1)c1cc2ccccc2[nH]1	-7.9	-0.1	0.9	-51.7
N#CCc1nc2ccccc2[nH]1	-0.4	-0.1	1.3	-39.3
CCNC(=S)N(CCCN(C)C)Cc1cc2ccc(OC)cc2[nH]c1=O	9.2	-0.1	0.2	12.9
